FBW7 act – human FBW7 E3 ligase activation, primary screen; Q969H0; AlphaScreen FBW7–phospho-cyclin E peptide binding, activator screen; normalized activity (activation), % at 26.1 µM; 0.13% of 650,000 active; in the data active = normalized activity above about 1.9%;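 also: purified mutant Fbw7 with reduced substrate affinity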
GPR151 ag – activates the human receptor GPR151. PathHunter beta-arrestin GPR151 cells, luminescence. activation, % at 11.2 µM. AID 1508602. 1% of 650,000 active; in the data active = activation above about 4.9%;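 also: 0% = median of compound wells and 100% = cells with positive control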
Target sequence (Q8TDV0 whole entry, looked up): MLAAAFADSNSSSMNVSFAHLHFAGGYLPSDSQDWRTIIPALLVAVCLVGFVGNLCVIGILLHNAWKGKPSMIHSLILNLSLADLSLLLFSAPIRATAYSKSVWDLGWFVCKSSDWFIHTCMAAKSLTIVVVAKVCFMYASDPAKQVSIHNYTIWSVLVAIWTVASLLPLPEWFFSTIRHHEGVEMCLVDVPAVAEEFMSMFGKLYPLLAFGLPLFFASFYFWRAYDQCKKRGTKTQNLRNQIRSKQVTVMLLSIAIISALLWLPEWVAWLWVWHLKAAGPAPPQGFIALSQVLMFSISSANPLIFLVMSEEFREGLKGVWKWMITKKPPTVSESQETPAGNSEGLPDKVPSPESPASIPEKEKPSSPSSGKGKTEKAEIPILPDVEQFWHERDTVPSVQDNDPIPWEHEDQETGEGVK
TEAD-YAP block – TEAD-YAP interaction inhibition; HEK-TIYL cells, TEAD-Gal4/YAP UAS-luciferase luminescence; inhibition, % at 9.12 µM; 1.4% of 640,000 active; AID 1259422; in the data active = inhibition above about 32%;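 also: 0% = median of test compound wells and 100% = reference inhibitor wells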
MITF primary – human MITF inhibition, primary screen. AlphaScreen MITF homodimerization, bead proximity signal. inhibition, % at 2.6 µM. 0.91% of 650,000 active. AID 1259374; in the data active = inhibition above about 50%;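 also: 0% = vehicle wells with protein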
Target sequence (O75030 whole entry, looked up): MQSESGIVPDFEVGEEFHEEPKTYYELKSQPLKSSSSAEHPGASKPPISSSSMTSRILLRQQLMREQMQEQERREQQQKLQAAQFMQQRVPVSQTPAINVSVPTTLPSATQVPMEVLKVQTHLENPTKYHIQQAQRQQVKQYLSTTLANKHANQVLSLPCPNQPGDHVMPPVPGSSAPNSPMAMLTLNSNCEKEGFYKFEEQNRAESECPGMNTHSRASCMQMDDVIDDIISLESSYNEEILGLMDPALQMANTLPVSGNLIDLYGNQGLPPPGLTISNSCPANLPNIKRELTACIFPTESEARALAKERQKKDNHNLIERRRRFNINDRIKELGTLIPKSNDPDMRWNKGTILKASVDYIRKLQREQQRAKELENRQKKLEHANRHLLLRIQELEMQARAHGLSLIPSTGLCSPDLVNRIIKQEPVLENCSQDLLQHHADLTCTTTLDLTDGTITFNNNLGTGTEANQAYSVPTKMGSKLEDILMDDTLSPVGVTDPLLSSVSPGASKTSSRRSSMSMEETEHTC
Active calls of the source: *; & = joins results of further samples. Not a hit list. Share with any hit: about 3.4%.

Screening Clc1ccc(OCc2nnc3n2CCCCC3)c(Cl)c1 returned FBW7 act 0.0, GPR151 ag 0.9, TEAD-YAP block -10 and MITF primary 1.
For CCCCC1=NN2C(=N)/C(=C/c3ccc(OCCOc4cccc(OC)c4)c(OCC)c3)C(=O)N=C2S1 the results were FBW7 act 0.1, GPR151 ag 1.7, TEAD-YAP block 11 and MITF primary 3.
O=C(CSc1nc2ccccc2c2nc3ccccc3n12)c1ccccc1 was read as FBW7 act -0.1, GPR151 ag 0.5, TEAD-YAP block -5 and MITF primary -8.
For N#Cc1c(-c2ccccc2F)cc(-c2cccs2)nc1SCC(F)(F)F the results were FBW7 act -0.1, GPR151 ag 1.4, TEAD-YAP block 2 and MITF primary -11.
O=C1CN(C(=O)c2ccc(Br)cc2)C(c2ccccc2)c2cc(Br)ccc2N1 (centres undefined) was read as FBW7 act -0.1, GPR151 ag 0.5, TEAD-YAP block 1 and MITF primary 13.
`O=C(Oc1ccc(Cl)c(Cl)c1)c1ccc(S(=O)(=O)c2ccc(C(=O)Oc3ccc(Cl)c(Cl)c3)cc2)cc1` gave FBW7 act 0.7, GPR151 ag 1.0, TEAD-YAP block 12 and MITF primary -1.
Cc1nc(NNC(=O)c2ccccc2)cc(-c2ccccc2)n1 was read as FBW7 act 0.0, GPR151 ag 0.5, TEAD-YAP block 0 and MITF primary -24.
`CC(C)=N/N=C1/SC(CC(=O)O)C(=O)N1c1ccccc1` (centres undefined) gave FBW7 act 0.1, GPR151 ag 0.2, TEAD-YAP block 8 and MITF primary -2.
`CCc1cccc(C)c1NC(=O)COc1ccc(C)c(C)c1` gave FBW7 act -0.1, GPR151 ag 0.0, TEAD-YAP block 7 and MITF primary -2.
`O=C(CSc1cccs1)Nc1ccc2ccccc2c1` gave FBW7 act 0.0, GPR151 ag 3.0, TEAD-YAP block -65 and MITF primary 2.
For COC(=O)C/C=C/[C@@H](C)[C@H](OC)c1ccccc1Br the results were FBW7 act 0.1, GPR151 ag 2.2 and MITF primary -23.
For Cc1ccc(Cc2c(C)nc3nc(SCC(=O)NCc4ccccc4)nn3c2C)cc1 the results were FBW7 act -0.2, GPR151 ag 0.7, TEAD-YAP block 7 and MITF primary -6.
`COCCNC(=O)CCn1nc(-c2ccccc2OC)c2c(C)cc(C)nc21` gave FBW7 act 0.0, GPR151 ag 0.4, TEAD-YAP block 0 and MITF primary 4.
`Cc1cc(Cl)ccc1OCC(=O)Nc1ccc(NC(=O)COc2ccc(Cl)cc2C)cc1` gave FBW7 act 0.0, GPR151 ag -1.4, TEAD-YAP block 2 and MITF primary 6.
`Cc1noc(C)c1-c1cc(NCCN(C(C)C)C(C)C)nc(N)n1` gave FBW7 act 0.0, GPR151 ag -0.6, TEAD-YAP block -2 and MITF primary 14.
For Cc1ccc(NC(=O)CSc2nc(N)cc(=O)[nH]2)cc1 the results were FBW7 act 0.8, GPR151 ag -0.4, TEAD-YAP block 9 and MITF primary 6.
`O=C(CCCOc1ccccc1)N1CCN(c2ccccc2)CC1` gave FBW7 act -0.1, GPR151 ag -1.0, TEAD-YAP block -61 and MITF primary -1.
`CCn1cc(C(=O)NN)c(=O)c2cc(F)c(N3CCCCCC3)cc21` gave FBW7 act 0.0, GPR151 ag 0.7, TEAD-YAP block 0 and MITF primary -9.
O=[N+]([O-])c1cccc(/C=N/NC(=Nc2ccccc2)c2ccccn2)c1O was read as FBW7 act 0.0, GPR151 ag -0.5, TEAD-YAP block -16 and MITF primary 50.
Screening CC(=O)NCC(=O)OCC(=O)c1ccccc1 returned FBW7 act 0.2, GPR151 ag -0.7, TEAD-YAP block -6 and MITF primary 18.
`COc1cc(CCC(=O)OCc2cc([N+](=O)[O-])cc3c2OCOC3)cc(OC)c1OC` gave FBW7 act 0.2, GPR151 ag -0.2, TEAD-YAP block 12 and MITF primary 8.
`O=C1CCCN1c1nc(-c2ccccc2Cl)cs1` gave FBW7 act 0.1, GPR151 ag 0.2, TEAD-YAP block -19 and MITF primary 11.
Screening CCn1c(=O)cc(SCC(=O)N2CCN(Cc3ccccc3)CC2)c2ccccc21 returned FBW7 act 0.2, GPR151 ag -1.2, TEAD-YAP block 4 and MITF primary -10.
Screening N#CCc1ccccc1C(=O)C1OC(=O)c2ccccc21 (centres undefined) returned FBW7 act 0.1, GPR151 ag 0.4, TEAD-YAP block 1 and MITF primary 0.
For O=C1[C@H]2CCCN2C(=O)c2ccccc2N1Cc1ccc(F)cc1 the results were FBW7 act 0.0, GPR151 ag 0.9, TEAD-YAP block 4 and MITF primary 15.
Screening N#Cc1ccc(Cl)cc1N=C1C(=O)Nc2ccc([N+](=O)[O-])cc21 returned FBW7 act -0.1, GPR151 ag 1.7, TEAD-YAP block 6 and MITF primary -1.
For COCCN(C(=O)CC1(c2ccccc2C)CC(=O)N(Cc2cccnc2)C1=O)C(C)C (centres undefined) the results were FBW7 act 0.4, GPR151 ag -0.4, TEAD-YAP block 3 and MITF primary 25.
`O=C(NCCc1ccccc1)[C@@H]1C=CCN1C(=O)C1CC1` gave FBW7 act 0.0, GPR151 ag -0.3, TEAD-YAP block 0 and MITF primary -17.
Cc1cc(C)c(C)c(OCC(=O)N2CCN(c3ccccn3)CC2)c1 was read as FBW7 act 0.0, GPR151 ag 4.0, TEAD-YAP block -1 and MITF primary 4.
CCC(=O)N1CCN(c2ccc(C(=O)c3ccccc3)cc2F)CC1 was read as FBW7 act 0.0, GPR151 ag 0.4, TEAD-YAP block -54 and MITF primary 13.

Structures shown so far that have a carbonyl joined to an NH by a bond outside any ring:
Cc1nc(NNC(=O)c2ccccc2)cc(-c2ccccc2)n1 was read as FBW7 act 0.0, GPR151 ag 0.5, TEAD-YAP block 0 and MITF primary -24.
`CCc1cccc(C)c1NC(=O)COc1ccc(C)c(C)c1` gave FBW7 act -0.1, GPR151 ag 0.0, TEAD-YAP block 7 and MITF primary -2.
`O=C(CSc1cccs1)Nc1ccc2ccccc2c1` gave FBW7 act 0.0, GPR151 ag 3.0, TEAD-YAP block -65 and MITF primary 2.
For Cc1ccc(Cc2c(C)nc3nc(SCC(=O)NCc4ccccc4)nn3c2C)cc1 the results were FBW7 act -0.2, GPR151 ag 0.7, TEAD-YAP block 7 and MITF primary -6.
`COCCNC(=O)CCn1nc(-c2ccccc2OC)c2c(C)cc(C)nc21` gave FBW7 act 0.0, GPR151 ag 0.4, TEAD-YAP block 0 and MITF primary 4.
`Cc1cc(Cl)ccc1OCC(=O)Nc1ccc(NC(=O)COc2ccc(Cl)cc2C)cc1` gave FBW7 act 0.0, GPR151 ag -1.4, TEAD-YAP block 2 and MITF primary 6.
For Cc1ccc(NC(=O)CSc2nc(N)cc(=O)[nH]2)cc1 the results were FBW7 act 0.8, GPR151 ag -0.4, TEAD-YAP block 9 and MITF primary 6.
`CCn1cc(C(=O)NN)c(=O)c2cc(F)c(N3CCCCCC3)cc21` gave FBW7 act 0.0, GPR151 ag 0.7, TEAD-YAP block 0 and MITF primary -9.
Screening CC(=O)NCC(=O)OCC(=O)c1ccccc1 returned FBW7 act 0.2, GPR151 ag -0.7, TEAD-YAP block -6 and MITF primary 18.
`O=C(NCCc1ccccc1)[C@@H]1C=CCN1C(=O)C1CC1` gave FBW7 act 0.0, GPR151 ag -0.3, TEAD-YAP block 0 and MITF primary -17.

Remaining list, next part.
`O=C(OCC(=O)N1CCCC1)c1ccc(Cl)c(Cl)c1` gave FBW7 act 0.0, GPR151 ag 0.7, TEAD-YAP block 4 and MITF primary 13.
Screening COc1ccc(S(=O)(=O)Nc2ccc(O)c3ccccc23)cc1 returned FBW7 act -0.4, GPR151 ag 0.3, TEAD-YAP block -7 and MITF primary -5.
COc1ccc2c(O)c(-c3ccc4c(c3)OCCO4)c(=O)oc2c1 was read as FBW7 act 0.4, GPR151 ag -2.9, TEAD-YAP block -10 and MITF primary 13.
Screening C/C(=N\Nc1nc(C)cc(-c2ccccc2)n1)c1ccccc1 returned FBW7 act -0.1, GPR151 ag -0.4, TEAD-YAP block 3 and MITF primary 7.
Screening COC(=O)CNC(c1ccccc1)c1cc(Br)ccc1NC(=O)CCCNC(=O)OCc1ccccc1 (centres undefined) returned FBW7 act 0.0, GPR151 ag -1.6, TEAD-YAP block 0 and MITF primary 12.
CCn1c(=O)n(CC(=O)NCCN(C)C)c(=O)c2ccccc21 was read as FBW7 act 0.0, GPR151 ag -1.4, TEAD-YAP block 3 and MITF primary -1.
`CCOC(=O)c1sc(NC(=O)C(C)Oc2ccc(OC)cc2)c(C(=O)OCC)c1C` (centres undefined) gave FBW7 act -0.1, GPR151 ag 1.4, TEAD-YAP block 3 and MITF primary 0.
COC(=O)C1=CN(c2ccc(C)cc2)C=C(C(=O)OC)C1c1ccc(C)s1 was read as FBW7 act 0.6, GPR151 ag 0.0, TEAD-YAP block -12 and MITF primary -7.
`COc1ccc(C(=O)Nc2cc(C(=O)O)cc(C(=O)O)c2)cc1` gave FBW7 act 0.2, GPR151 ag -1.4, TEAD-YAP block -3 and MITF primary 6.
O=C(O)COc1ccc(/C=N/NC(=O)Cn2nnc(-c3ccccc3Cl)n2)cc1 was read as FBW7 act 0.6, GPR151 ag 7.8*, TEAD-YAP block 3 and MITF primary 19.
CC1=C(C(=O)Nc2ccc(F)cc2)C(c2ccc(Br)cc2)NC(=O)N1 (centres undefined) was read as FBW7 act -0.1, GPR151 ag -1.2, TEAD-YAP block -4 and MITF primary 1.
Cc1ccc(S(=O)(=O)N(CC(O)Cn2c3ccccc3c3ccccc32)c2ccccc2)cc1 (centres undefined) was read as FBW7 act 0.0, GPR151 ag 0.7, TEAD-YAP block 12 and MITF primary 14.
O=C(O)c1ccc(Cl)c(S(=O)(=O)N2CCOCC2)c1 was read as FBW7 act 0.2, GPR151 ag 0.1, TEAD-YAP block 1 and MITF primary 15.
For O=C(Nc1ccc2c(c1)CN(C(=O)CN1CCCCCC1)CC2)c1ccncc1 the results were FBW7 act 0.3, GPR151 ag -0.1, TEAD-YAP block -14 and MITF primary -14.
O=C(c1ccc(Br)o1)N1CCC(c2nc3ccccc3[nH]2)CC1 was read as FBW7 act 1.0, GPR151 ag 0.4, TEAD-YAP block 15 and MITF primary 7.
For CCOc1ccc(OCC(=O)Nc2ccc(OC)cc2[N+](=O)[O-])cc1 the results were FBW7 act -0.2, GPR151 ag -1.0, TEAD-YAP block 11 and MITF primary 13.
For COc1ccccc1-n1nc(C(=O)NCCCN2CCN(C)CC2)c2ccccc2c1=O the results were FBW7 act 0.2, GPR151 ag 1.0, TEAD-YAP block -2 and MITF primary 11.
For N#CC(C#N)=Cc1cn(CCC(=O)O)nc1-c1cccc(Cl)c1 the results were FBW7 act 0.3, GPR151 ag -1.9, TEAD-YAP block 5 and MITF primary 22.
O=[N+]([O-])c1nn(-c2ccc(Cl)cc2)n(O)c1=NCc1ccc(F)cc1 was read as FBW7 act 0.6, GPR151 ag 3.2, TEAD-YAP block -6 and MITF primary 25.
CCOC(=O)N1CCN(C(=O)CN(c2ccc(C)cc2C)S(C)(=O)=O)CC1 was read as FBW7 act 0.7, GPR151 ag -0.5, TEAD-YAP block 0 and MITF primary 16.
Screening Cc1cccc(NC(=O)Cn2nnc(-c3ccccc3N)n2)c1 returned FBW7 act 0.0, GPR151 ag -0.8, TEAD-YAP block 5 and MITF primary 13.
CCOC(=O)c1sc(NC(=O)Nc2sc(=S)n(C)c2C)nc1C was read as FBW7 act -0.1, GPR151 ag 0.1, TEAD-YAP block -6 and MITF primary 16.
`CC(C)c1cc(C(=O)Nc2ccc(F)cc2)nn1-c1nc2ccccc2s1` gave FBW7 act -0.1, GPR151 ag 1.0, TEAD-YAP block -7 and MITF primary 34.
Screening N#Cc1cc(Nc2cc3ccccc3cc2N)c([N+](=O)[O-])cc1C#N returned FBW7 act 0.2, GPR151 ag 0.3, TEAD-YAP block -11 and MITF primary -9.
For COc1cc(OC)cc(-c2nc3ccccc3c(=O)n2NC(=O)c2ccc(OC)c(Br)c2)c1 the results were FBW7 act -0.1, GPR151 ag 2.2, TEAD-YAP block 11 and MITF primary -1.
COc1ccc(OCC#CCn2cnc3ccccc3c2=O)cc1 was read as FBW7 act 0.0, GPR151 ag 0.1, TEAD-YAP block -5 and MITF primary -4.
Screening CCOc1ccc(Oc2cc(NC(=O)c3cnn4c(C(F)(F)F)cc(-c5ccc(Br)cc5)nc34)cc([N+](=O)[O-])c2)cc1 returned FBW7 act -0.1, GPR151 ag 0.1, TEAD-YAP block -8 and MITF primary -3.
CC1CCCC(C)N1C(=O)CN1C(=O)c2ccc([N+](=O)[O-])cc2C1=O (centres undefined) was read as FBW7 act 0.1, GPR151 ag -0.1, TEAD-YAP block 4 and MITF primary -9.
`CC1(C)S[C@@H]2[C@H](NC(=O)[C@H](N)c3ccccc3)C(=O)N2[C@H]1C(=O)O` gave FBW7 act -0.2&-0.2, GPR151 ag 4.2&-0.5, TEAD-YAP block 3 and MITF primary 1&-15.
N#Cc1cccc(OCc2cccc([N+](=O)[O-])c2)c1 was read as FBW7 act -0.1, GPR151 ag -0.3, TEAD-YAP block 2 and MITF primary -11.
Screening O=c1sc(/C=C2\C=Nc3ccccc32)c(O)n1-c1ccc(O)cc1 returned FBW7 act -0.2, GPR151 ag -0.3, TEAD-YAP block -30 and MITF primary 15.
Screening COc1ccc(-c2cc(C(F)(F)F)n3ncc(C(=O)Nc4cc(Cl)cc(Cl)c4)c3n2)cc1OC returned FBW7 act -0.2, GPR151 ag 1.4, TEAD-YAP block -3 and MITF primary 4.
For CCOc1ccccc1CNn1c(-c2ccc(OC)cc2)nc2ccccc2c1=O the results were FBW7 act -0.1, GPR151 ag -1.7, TEAD-YAP block 5 and MITF primary -1.
